SENP1 inh = SENP1 (human) catalytic domain inhibition | Q9P0U3 | recombinant SENP1 catalytic domain, CyPet-SUMO1-YPet FRET cleavage | inhibition, % at 10 µM | 0.21% of 360,000 active | AID 624204;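 active means inhibition at least 30% at 10 µM, raw YFP signal under a set limit, fluorescence ratio 0.5 to 1.5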;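 further: 0% = enzyme with DMSO and 100% = no enzyme wells; some results filed as inactive read as strong as hits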
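Assay system: hSENP1 catalytic domain, recombinant. Amount: SENP1 enzyme, 20 pM final. Schedule: 50 min reaction, RT, dark. Technique: FRET, CFP and YFP emission. Control set: no-enzyme wells low, DMSO-plus-enzyme wells high control.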
SENP8 block-1 = blocks human SENP8 cleavage of Nedd8 substrate; 0.64% of 360,000 active; recombinant SENP8, Nedd8 substrate fluorescence; Q96LD8; AID 602440; inhibition, % at 20 µM; in the data active means inhibition mostly above about 40%, no sharp cut-off; inactive means mostly below about 27%
SENP6 block = blocks the human protease SENP6. Recombinant SENP6 catalytic domain, aminoluciferin luminescence. 1.8% of 330,000 active. Q9GZR1. inhibition, % at 10 µM;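 active means inhibition above about 50% at the single tested dose, limit read from the data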;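 further: plate controls were DMSO wells with enzyme for no effect and DMSO wells lacking enzyme for full effect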
SENP8 block-2 = SENP8 protease inhibition; AID 2540; 1.2% of 330,000 active; inhibition, % at 10 µM; purified SENP8, Z-RLRGG-aminoluciferin cleavage, luminescence; in the data active means inhibition above about 50%
PfGluPho inh = PfG6PD (Plasmodium falciparum) enzyme inhibition. inhibition, % at 20 µM. AID 504690. 0.78% of 350,000 active. PfGluPho enzyme, NADPH resazurin-diaphorase fluorescence;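 active means inhibition reaching at least a set limit at 20 µM in the primary screen, cut at about 59% in these data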;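 further: 0% = DMSO wells with substrate and 100% = DMSO wells lacking glucose-6-phosphate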
HKDC1 inh = inhibitors of human hexokinase HKDC1; inhibition, % at 20 µM; recombinant HKDC1, G6PDH/diaphorase resazurin coupled fluorescence; Q2TB90; 0.16% of 340,000 active;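 active means inhibition above about 35% when tested at 20 µM, limit read from the data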;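 further: plate controls were DMSO wells with enzyme for no effect and DMSO wells lacking enzyme for full effect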
Target sequence (Q2TB90 whole entry, looked up): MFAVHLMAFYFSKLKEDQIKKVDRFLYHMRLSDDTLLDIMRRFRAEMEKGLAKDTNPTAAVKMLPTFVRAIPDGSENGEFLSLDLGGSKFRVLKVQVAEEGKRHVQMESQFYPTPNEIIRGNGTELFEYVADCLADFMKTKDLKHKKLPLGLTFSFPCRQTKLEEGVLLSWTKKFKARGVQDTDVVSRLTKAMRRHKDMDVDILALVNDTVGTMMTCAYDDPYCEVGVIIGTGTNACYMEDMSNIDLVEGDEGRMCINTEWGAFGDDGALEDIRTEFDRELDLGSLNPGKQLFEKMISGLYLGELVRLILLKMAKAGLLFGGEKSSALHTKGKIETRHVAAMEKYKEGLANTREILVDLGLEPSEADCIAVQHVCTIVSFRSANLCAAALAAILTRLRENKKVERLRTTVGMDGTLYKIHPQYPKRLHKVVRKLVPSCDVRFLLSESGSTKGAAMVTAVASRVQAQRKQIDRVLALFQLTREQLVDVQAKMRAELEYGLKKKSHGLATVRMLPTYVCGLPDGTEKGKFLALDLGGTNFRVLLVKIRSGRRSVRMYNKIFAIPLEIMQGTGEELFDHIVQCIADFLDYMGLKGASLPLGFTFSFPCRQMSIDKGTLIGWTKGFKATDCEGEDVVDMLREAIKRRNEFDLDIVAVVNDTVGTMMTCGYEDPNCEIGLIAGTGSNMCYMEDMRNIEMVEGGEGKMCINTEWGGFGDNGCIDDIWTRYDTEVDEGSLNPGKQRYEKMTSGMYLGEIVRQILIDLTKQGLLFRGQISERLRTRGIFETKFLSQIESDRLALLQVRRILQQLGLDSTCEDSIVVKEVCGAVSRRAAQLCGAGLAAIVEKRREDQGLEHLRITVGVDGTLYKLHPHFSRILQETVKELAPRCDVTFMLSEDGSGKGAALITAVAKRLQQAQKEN
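Test system: recombinant HKDC1 (HK5) hexokinase enzyme, produced in-house / Doses: 20 µM test compound, 1% DMSO / Timing: 90 min, room temperature / Detection: G6PDH/diaphorase-coupled fluorescence, 1 mM NADP, 100 µM resazurin, 525/613 nm / Control set: DMSO wells with and without enzyme mix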
UBC13 polyUb = human UBC13 polyubiquitination inhibition; UBC13 polyubiquitin chain formation, TR-FRET; P61088; inhibition, % at 20 µM; 0.47% of 330,000 active; AID 485273; in the data active means inhibition above about 45%, passing the limit was not always enough
Target sequence (P61088 whole entry, looked up): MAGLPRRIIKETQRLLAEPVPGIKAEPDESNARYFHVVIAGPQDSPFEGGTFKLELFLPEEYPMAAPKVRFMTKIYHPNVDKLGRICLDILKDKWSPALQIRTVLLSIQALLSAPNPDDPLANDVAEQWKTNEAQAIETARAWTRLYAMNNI
beta cell repl = inducers of beta-cell replication in MIN6 cells; MIN6 cells proliferation, ATPlite luminescence, 48 h; cells starved in 0.2% serum; 100% = growth in 10% serum; proliferation, % at 10 µM; 0.29% of 330,000 active;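 active means compounds whose signal lies at least 3.5 SD above the mean of all wells on their plate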;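 further: 0% = DMSO-treated cells in low-serum medium and 100% = 10% serum control; some compounds called inactive have numbers as strong as hits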
SENP7 inh = inhibitors of human SENP7 protease; recombinant SENP7, Z-RLRGG-aminoluciferin luminescence, 40 min; 1.5% of 330,000 active; inhibition, % at 5 µM; AID 434973;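 active means inhibition above about 50% at the single test dose, limit read from the data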;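 further: plate controls were DMSO with enzyme for no effect and no enzyme buffer wells for full effect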
The depositor's hits bear a star; / = not tested or not shown.

SMILES	SENP1 inh	SENP8 block-1	SENP6 block	SENP8 block-2	PfGluPho inh	HKDC1 inh	UBC13 polyUb	beta cell repl	SENP7 inh
O=C(C1CCCN(Cc2ccccc2F)C1)N1CCc2ccccc2C1 (stereo not given)	-2.2	14.6	-1.2	2.2	-1.1	-6.7	-4.9	-1.5	-1.1
C/C(N)=C(/C#N)C(=O)CSc1nc(-c2ccccc2)c(-c2ccccc2)o1	1.1	-134.6	9.8	9.2	-6.9	-1.4	2.7	0.0	7.4
Cc1ccc(OCC(=O)Nc2cccc3ccccc23)c([N+](=O)[O-])n1	-0.8	13.9	-12.9	4.2	4.4	10.4	17.3	0.1	-7.8
CC1(C)CC(=O)C(CCCN2C(=O)c3ccccc3C2=O)C(=O)C1	1.8	10.7	18.8	1.2	-11.1	-10.9	11.6	-1.3	-1.1
NS(=O)(=O)c1ccc(N=Cc2c(O)n(-c3nccs3)c(=O)c3ccccc23)cc1	-65.4	-107.1	-26.6	-5.9	7.1	28.5	-12.4	-1.4	-6.7
COc1ccc(OC)c(C(C)NC(=S)Nc2ccc(S(=O)(=O)Nc3ncccn3)cc2)c1 (stereo not given)	2.2	4.7	11.1	7.0	-12.0	6.4	3.6	-1.4	-1.7
COc1ccc(OC)c(NC(=O)CSc2nc(=O)n(CCN3CCOCC3)c3c2CCCC3)c1	-1.1	6.0	-10.5	0.9	0.2	-4.9	1.6	-0.4	-2.0
CC(=O)c1ccc(OC(C)C)c(CN2CCCCC2)c1	-1.4	18.4	-19.6	-4.9	-7.4	-6.5	5.0	0.5	-44.1
O=C(Nc1ccccc1N1CCCC1)c1cccc(Cl)c1Cl	-0.2	13.6	-16.2	4.5	-3.2	-1.7	8.7	-0.8	-0.6
O=C(COC(=O)C1CCN(S(=O)(=O)c2cccs2)CC1)NCc1ccccc1	-2.1	7.1	5.1	-0.9	-17.7	10.6	0.1	-2.3	-6.4
Cc1ccc(C(=O)c2cc([N+](=O)[O-])ccc2N2CCCCC2)cc1	-14.3	14.5	13.0	9.9	6.4	3.9	7.6	0.0	-1.4
COc1ccc(NC(=O)c2ccc3c(c2)NC(=O)CO3)cc1OC	-0.2	13.9	-5.2	-4.4	18.0	-2.3	-11.1	-1.3	-0.8
CN1CCN(C(=O)C(Cc2ccccc2)NS(=O)(=O)c2ccc3c(c2)CCC(=O)N3)CC1 (stereo not given)	-1.9	6.3	-11.5	-8.7	-4.3	-1.0	2.7	-4.5	-2.0
COc1ccc(-c2cc(C(=O)N3CCN(C(c4ccccc4)c4ccccc4)CC3)no2)cc1OC	-0.1	-4.3	5.0	1.1	14.9	1.0	9.9	-3.7	0.7
COCC(=O)Nc1ccc(Br)cc1	3.9	17.1	-10.4	-0.9	-6.3	-1.0	4.7	4.1	3.3
CC(=O)Nc1ccc(S(=O)(=O)NCc2cccnc2)cc1	2.3	2.8	-8.1	-1.5	-1.0	-1.9	7.9	2.2	0.6
Cc1ccc(C)c(OCC(=O)Nc2cc(NC(=O)COc3cc(C)ccc3C)cc(C(=O)O)c2)c1	-2.6	4.9	1.0	-3.6	-17.8	-4.6	-28.6	-3.8	-4.2
O=C1C2C3c4ccccc4C(c4ccccc43)C2C(=O)N1c1ccncc1 (stereo not given)	4.5	2.1	/	/	0.6	-8.4	/	/	/
Cc1ccc(C(=O)OC2OC(=O)C(Cl)=C2N2CCOCC2)cc1 (stereo not given)	4.6	14.5	-3.8	-6.4	-9.7	-7.2	5.4	1.9	-1.9
O=C(CSc1nc2ccccc2s1)N/N=C/c1ccccc1C(=O)O	-0.1	18.2	1.0	-4.1	-10.0	-3.7	5.0	-1.2	9.6

5 of the compounds above, with values under each structure:
Fields – SENP1 inh	SENP8 block-1	SENP6 block	SENP8 block-2	PfGluPho inh	HKDC1 inh	UBC13 polyUb	beta cell repl	SENP7 inh
- CC(=O)Nc1ccc(S(=O)(=O)NCc2cccnc2)cc1
 : 2.3	2.8	-8.1	-1.5	-1.0	-1.9	7.9	2.2	0.6
- Cc1ccc(C)c(OCC(=O)Nc2cc(NC(=O)COc3cc(C)ccc3C)cc(C(=O)O)c2)c1
 : -2.6	4.9	1.0	-3.6	-17.8	-4.6	-28.6	-3.8	-4.2
- O=C1C2C3c4ccccc4C(c4ccccc43)C2C(=O)N1c1ccncc1 (stereo not given)
 : 4.5	2.1	/	/	0.6	-8.4	/	/	/
- Cc1ccc(C(=O)OC2OC(=O)C(Cl)=C2N2CCOCC2)cc1 (stereo not given)
 : 4.6	14.5	-3.8	-6.4	-9.7	-7.2	5.4	1.9	-1.9
- O=C(CSc1nc2ccccc2s1)N/N=C/c1ccccc1C(=O)O
 : -0.1	18.2	1.0	-4.1	-10.0	-3.7	5.0	-1.2	9.6

The results go on:
SMILES	SENP1 inh	SENP8 block-1	SENP6 block	SENP8 block-2	PfGluPho inh	HKDC1 inh	UBC13 polyUb	beta cell repl	SENP7 inh
CCCCCCCOC1(c2ccccc2)OC(=O)c2ccccc21 (stereo not given)	2.5	3.2	-6.3	-1.1	-1.7	0.7	8.6	-5.8	5.1
CC(=O)Nc1cccc(NC(=O)c2c(-c3c(Cl)cccc3Cl)noc2C)c1	0.9	10.8	-22.2	-4.3	0.9	-2.0	0.9	-3.2	0.8
O=C(O)CC(c1cccc2ccccc12)N1Cc2ccccc2C1=O (stereo not given)	-1.1	11.8	2.0	-0.7	-13.5	9.8	-1.2	-4.3	-0.4
Cn1cnnc1SCC(=O)N1CCc2ccccc21	2.1	25.3	21.3	3.9	8.7	-7.3	10.8	0.0	2.4
Cc1ccc(CNC(=O)c2ccc(C#CC(C)(C)O)s2)cc1	-3.7	7.5	-5.0	-1.4	3.7	2.2	-1.2	1.4	9.9
CC(=O)c1cccc(NC(=S)N2CCN(S(C)(=O)=O)CC2)c1	0.2	5.6	-4.8	-0.9	-0.1	3.9	-0.6	4.2	0.9
COc1cc(C)nc(N2CCC(C(N)=O)CC2)n1	1.3	9.8	-25.5	-1.5	0.0	-4.7	-6.8	-4.1	-10.5
Cc1ccc(Nc2nc(NCCO)nc(N3CCCC3)n2)cc1	2.5	3.4	-17.2	-9.3	1.9	-1.5	13.1	0.2	-6.1
O=C(Nn1cnc2ccccc2c1=O)c1ccccc1F	8.9	5.1	-1.6	1.2	9.6	-4.1	0.9	-3.1	5.0
Cc1cc(C(=O)CSc2nc(N)cc(=O)[nH]2)c(C)n1CCc1ccc(Cl)cc1	-15.0	-18.0	-10.2	0.4	-8.7	6.2	-0.1	-2.2	-8.5
Cc1ccc(CNC(=O)CSc2nnnn2C)cc1	-0.7	17.8	0.5	-7.8	-7.4	-5.9	2.0	-0.6	2.7
CN(C)c1ccc(C(=O)OCC(=O)Nc2ccc(S(N)(=O)=O)cc2)cc1	1.5	-9.7	-8.5	3.9	-6.8	8.6	-0.2	-0.5	7.7
CCC(CC)C(=O)Nc1nnc(-c2cccs2)s1	-1.4	-499.3	-4.6	3.8	20.4	1.9	11.6	0.7	2.0
Cc1ccc2c(c1)Oc1ccc(NC(=O)CCCl)cc1C(=O)N2	-0.4	14.2	-2.8	4.1	-10.4	-2.8	6.9	-5.5	1.0
Cc1ccc(S(=O)(=O)Nc2ccc(NC(=O)Nc3ccc(F)cc3F)cc2)cc1	-0.6	3.8	-12.1	-11.7	18.1	2.4	17.9	-4.5	-2.8
COc1ccc(C(C(=O)NC2CCCCC2)N(C(=O)c2sc(C)nc2C)c2ccc(OC)cc2)cc1 (stereo not given)	3.6	-3.5	1.7	-1.2	8.1	-2.8	-1.5	-3.1	-1.6
Cc1nonc1NC(=O)N1CCCC1	0.2	7.3	11.3	5.8	3.5	0.8	-2.1	-1.9	7.5
Cc1ccccc1-n1cnc2cc(NCc3cccs3)ccc21	-9.6	-135.1	-5.8	1.3	24.9	4.2	12.0	2.1	10.6
Cc1ccc(CN2CCC(N3CC(C)OC(C)C3)CC2)cc1 (stereo not given)	0.8	15.2	19.4	6.6	-6.2	-7.5	4.9	1.9	2.6
Cc1cccc(NC(=O)c2oc3ccc(S(=O)(=O)N4CCOCC4)cc3c2C)c1C	4.5	3.6	-11.7	2.5	-8.5	-5.0	-4.8	-1.9	-4.0

In the list so far, two have a nitro group on carbon.
SMILES	SENP1 inh	SENP8 block-1	SENP6 block	SENP8 block-2	PfGluPho inh	HKDC1 inh	UBC13 polyUb	beta cell repl	SENP7 inh
Cc1ccc(OCC(=O)Nc2cccc3ccccc23)c([N+](=O)[O-])n1	-0.8	13.9	-12.9	4.2	4.4	10.4	17.3	0.1	-7.8
Cc1ccc(C(=O)c2cc([N+](=O)[O-])ccc2N2CCCCC2)cc1	-14.3	14.5	13.0	9.9	6.4	3.9	7.6	0.0	-1.4

The listing continues.
SMILES	SENP1 inh	SENP8 block-1	SENP6 block	SENP8 block-2	PfGluPho inh	HKDC1 inh	UBC13 polyUb	beta cell repl	SENP7 inh
O=C(CS(=O)(=O)Cc1ccccc1)Nc1ccc(S(=O)(=O)N2CCCCCC2)cc1	1.2	13.3	4.0	-0.2	17.9	-4.9	7.8	-4.6	9.0
O=C(CSc1nnc(C23CC4CC(CC(C4)C2)C3)o1)Nc1ccc(N2CCOCC2)c(Cl)c1	-0.4	13.7	-3.2	-10.7	-0.2	-4.7	-9.0	-5.7	-10.3
COc1ccc(OC)c(C(c2nnnn2CCC(C)C)N2CCN(C(=O)c3ccco3)CC2)c1 (stereo not given)	-1.5	15.4	-23.4	-3.0	-2.6	-5.1	-5.5	-0.1	-8.6
COC(C/C=C\[C@@H](O)[C@H](C)OCc1ccccc1)OC	3.8	3.8	-12.3	-13.3	-1.6	-6.2	-3.7	0.0	11.7
O=S(=O)(NCCN1CCOCC1)c1ccc2c(c1)OCCO2	0.4	15.1	0.4	9.1	-17.0	-3.4	5.6	-0.6	2.2
CC1C(=O)N2CCCc3cc(S(=O)(=O)N4CCC(C(N)=O)CC4)cc1c32 (stereo not given)	-2.4	-7.7	-0.8	-6.4	7.5	2.8	-3.3	-5.2	-7.1
CC(=O)Nc1ccc(N2CCN(c3ccc(F)cc3)CC2)cc1	1.7	17.1	-1.4	0.5	0.9	-1.1	1.0	3.2	-3.0
COc1cccc(OC(=O)CSc2nnc(-c3ccccc3Br)o2)c1	0.5	3.1	6.3	-3.6	2.0	1.0	4.4	-3.2	4.1
Cc1cc(Cl)ccc1C(=O)C1CCCN(C(=O)c2cccnc2C)C1 (stereo not given)	2.6	-46.8	-22.0	-4.8	-11.5	-6.5	-5.4	0.9	-13.9
COc1ccc(/C=N/n2c(-c3n[nH]c4c3CCC4)n[nH]c2=S)cc1OC	2.1	1.7	-6.6	-9.2	57.9	12.8	-4.9	1.3	2.3
COc1ccc(Cc2nc3ccccc3[nH]2)cc1OC	2.9	5.2	4.3	1.4	2.5	-5.2	-3.8	-3.8	4.8
O=S(=O)(c1ccc(Cl)cc1)N1CCN(C2CCCCCC2)CC1	1.4	24.8	8.3	-18.1	-10.4	-5.1	1.5	-2.4	-10.0
COc1ccc(Cl)cc1NC(=O)CN(C)C1CCS(=O)(=O)C1 (stereo not given)	-2.6	6.6	-2.1	2.2	0.9	-3.5	16.0	-2.4	6.5
O=C(OC1CCOC1=O)c1ccc2ccccc2n1 (stereo not given)	1.1	13.2	-4.0	-7.8	-12.0	-1.0	2.2	-0.9	4.6
CC12CCC(C(=O)N(CCCCN3CCN(Cc4ccccc4)CC3)C1=O)C2(C)C (stereo not given)	0.7	2.2	-0.1	-7.2	-0.7	-4.6	3.3	0.4	5.3
CCOc1cc(NS(=O)(=O)c2ccc(NC(C)=O)cc2)c(OCC)cc1NC(=O)c1cccs1	-5.3	21.0	-7.9	-5.9	-10.6	14.5	-7.3	1.2	-12.2
Cn1c(CNC(=O)CCNC(=O)c2ccc(Br)cc2)cc(=O)n(C)c1=O	2.7	31.9	-8.1	-1.9	16.0	-8.2	-8.7	-3.8	13.3

High-throughput results: PubChem, Sanford-Burnham Center for Chemical Genomics
